# PolyA inhibitor = polyadenylation inhibitors in yeast reporter cells, primary screen, luminescence, S. cerevisiae; S. cerevisiae SKY197-pL101 polyadenylation reporter, beta-gal luminescence; efflux-impaired pdr1/pdr3 knockout yeast; score 100 = 6 SD above DMSO; calls only at 12 µM; hit rate 0.02% among 300,000;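 active = lowest replicate activity score at least 50, where 100 means six control SD above control mean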;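 note: yeast exposed to compound for 9 h at 30 °C; higher score means more reporter readthrough which indicates perturbed polyadenylation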
# RGS4 act = RGS4 potentiators or activators, primary screen, cell-based, HEK293 M3R inducible RGS4, calcium flux | AID 463111, 2010 | carbachol calcium flux Fluo4; stronger effect = lower value | B-score at 10 µM | hit rate 0.92% among 310,000;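 active = B-score of the integrated calcium signal more than 4 SD below the library mean, with starting fluorescence not abnormally high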;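 note: negative B-score means reduced calcium response which marks RGS4 activation or potentiation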
#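 System: HEK293 FlpIn-TREx cells, stable M3R, doxycycline-inducible RGS4. Timing: overnight RGS4 induction, 30 min dye load 37 °C, 20 min compound RT. Also added: carbachol, ECmax concentration. Measured by: Fluo4 fluorescence kinetic imaging of calcium. Evaluation: integrated calcium ratio converted to B score.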
# KCNK9 block = KCNK9 potassium channel inhibitors, primary screen, HEK293 cells, thallium flux; hit rate 1.2% among 310,000; B-score at 10 µM; Potassium channel subfamily K member 9 (Homo sapiens), Q9NPC2; FluxOR thallium flux fluorescence; stronger effect = lower value;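 active = ratio B-score over 3 SD below the library mean, with starting fluorescence within 5 SD of its mean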;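 note: negative B-score means less thallium flux so channel inhibition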
# RGS4 inh = RGS4 inhibitors, primary screen, cell-based, HEK293 M3R inducible RGS4, calcium flux. Fluo-4 calcium flux; stronger effect = higher value; triggered by carbachol at its EC20. B-score at 10 µM. hit rate 0.45% among 310,000. Regulator of G-protein signaling 4 (Homo sapiens), P49798;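 active = B-score, a plate-corrected calcium signal, over three deviations above library mean, with baseline fluorescence within five deviations of library mean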;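 note: RGS4 expression induced by doxycycline in cells with stable M3 receptor; B-score is computed from the integrated fluorescence ratio over baseline after carbachol; higher B-score means a larger calcium signal and so more RGS4 inhibition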
# KCNQ1 block = inhibitors of human KCNQ1 channel, primary screen, cell-based, thallium flux, high-throughput. Potassium voltage-gated channel subfamily KQT member 1 (Homo sapiens), P51787. CHO-K1 KCNQ1, FluxOR thallium flux fluorescence; stronger effect = higher value. B-score at 10 µM. hit rate 1.3% among 310,000. AID 2642, 2010;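 active = compounds whose thallium flux B-score, printed positive for inhibition, exceeds three library SD while starting fluorescence stays within three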;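 note: channel opened by potassium depolarization with thallium stimulus after 20 min compound exposure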
# Dyrk1A ADPGlo = rat Dyrk1A kinase inhibitors, primary screen, biochemical, single point, plate reader; Dual specificity tyrosine-phosphorylation-regulated kinase 1A (Rattus norvegicus), Q63470; inhibition, % at 12.5 µM; hit rate 0.43% among 310,000; AID 504441, 2011; ADP-Glo luminescence, NFATc1 peptide; in the data active = inhibition above about 50%;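 note: plate controls were vehicle with enzyme for no effect and no enzyme for full effect; many of its hits are not listed in these tables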
# KCNQ1 act = potentiators or activators of KCNQ1 channel, primary screen, cell-based, thallium flux, high-throughput; Potassium voltage-gated channel subfamily KQT member 1 (Homo sapiens), P51787; CHO-K1 KCNQ1, thallium flux FluxOR fluorescence; stronger effect = higher value; B-score at 10 µM; hit rate 0.35% among 310,000;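 active = fluorescence ratio B-score, a plate-corrected score, at least three library SD, with initial intensity B-score within 5 SD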
#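 assay system = KCNQ1-transfected CHO-K1 cells | medium = assay buffer with matched DMSO | probe or stimulus = depolarizing K+/Tl+ stimulus, K2SO4 and Tl2SO4 each 12.5 mM in 5x stock | dosing = single dose | incubation = dye 90 min, compound 20 min, room temperature | detection = kinetic FluxOR fluorescence, 10 s baseline plus 110 s post-stimulus | evaluation = ratio B score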
# GSK3 alpha inh = blockers of GSK3A enzyme activity – biochemical, luminescence, cell-free homogeneous, HTS, primary screen | Glycogen synthase kinase-3 alpha (Homo sapiens), P49840 | GSK-3 alpha kinase, ADP-Glo luminescence, 60 min | inhibition, % at 10 µM | hit rate 0.1% among 320,000 | AID 2650, 2010;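 in the data active = inhibition above about 50%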;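 note: GST-tagged GSK-3 alpha with peptide substrate and 25 µM ATP; 0% = DMSO neutral wells and 100% = GW8510 positive control wells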
# Target sequence (P49840 whole entry, looked up): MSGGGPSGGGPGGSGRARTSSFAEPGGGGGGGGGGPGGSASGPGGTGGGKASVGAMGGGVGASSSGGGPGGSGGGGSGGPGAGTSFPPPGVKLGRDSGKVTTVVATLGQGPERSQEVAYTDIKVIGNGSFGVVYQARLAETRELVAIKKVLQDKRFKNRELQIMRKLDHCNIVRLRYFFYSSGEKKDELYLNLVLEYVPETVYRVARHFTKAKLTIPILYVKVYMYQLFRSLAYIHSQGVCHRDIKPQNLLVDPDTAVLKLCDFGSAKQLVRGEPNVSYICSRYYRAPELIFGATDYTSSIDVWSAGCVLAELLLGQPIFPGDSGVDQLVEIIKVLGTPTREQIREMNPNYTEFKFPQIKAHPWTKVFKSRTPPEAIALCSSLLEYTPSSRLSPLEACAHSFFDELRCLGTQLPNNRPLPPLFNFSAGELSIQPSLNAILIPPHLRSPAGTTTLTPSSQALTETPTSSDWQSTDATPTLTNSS
# KCNK3 inh = human KCNK3 channel inhibitors, primary screen, CHO cells, FluxOR thallium flux, B-score. hit rate 0.84% among 340,000. Potassium channel subfamily K member 3 (Homo sapiens), O14649. B-score at 10 µM. FluxOR fluorescence; stronger effect = lower value;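 active = B-score under library mean minus 4 SD, starting fluorescence ratio at most library mean plus 5 SD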;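 note: more negative B-score means stronger inhibition of thallium flux through KCNK3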
# hERG rescue = hERG rescue from dofetilide block, primary screen, cell-based, CHO-hERG, FluxOR thallium flux, dofetilide IC70 | dofetilide IC70 present | hit rate 0.51% among 310,000 | activation (rescue from dofetilide block), less the hit threshold, % at 10 µM | Voltage-gated inwardly rectifying potassium channel KCNH2 (Homo sapiens), Q12809;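 active = activation above the mean of controls blocked by dofetilide plus 5 SD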;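 note: thallium influx through hERG after potassium depolarization seen as dye fluorescence rise; in these data hits start at about 4.7%; inactives centre near -7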
# GSK3B inh = human GSK3beta kinase inhibitors, primary screen, biochemical, cell-free homogeneous, HTS; GST-GSK3beta kinase, ADP-Glo luminescence, 60 min; stronger effect = lower value; AID 2097, 2009; activity score (negative = inhibition), % at 10 µM; hit rate 0.038% among 300,000; Glycogen synthase kinase-3 beta (Homo sapiens), P49841;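 active = more than half of replicate wells score below -50%, meaning over 50% inhibition versus plate controls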;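 note: 0% = median DMSO wells and -100% = median GW8510 positive control wells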
# Target sequence (P49841 whole entry, looked up): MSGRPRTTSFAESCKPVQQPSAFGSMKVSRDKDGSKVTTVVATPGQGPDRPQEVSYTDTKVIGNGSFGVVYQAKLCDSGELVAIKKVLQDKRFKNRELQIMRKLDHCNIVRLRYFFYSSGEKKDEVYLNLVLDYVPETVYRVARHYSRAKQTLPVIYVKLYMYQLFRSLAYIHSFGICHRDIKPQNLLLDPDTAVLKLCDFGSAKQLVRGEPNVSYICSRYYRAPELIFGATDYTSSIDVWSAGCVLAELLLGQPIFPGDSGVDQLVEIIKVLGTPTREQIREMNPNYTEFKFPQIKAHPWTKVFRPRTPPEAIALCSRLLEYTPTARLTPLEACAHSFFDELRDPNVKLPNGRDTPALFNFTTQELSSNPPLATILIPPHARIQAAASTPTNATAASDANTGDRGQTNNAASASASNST
#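 Test system: GST-fused GSK3beta enzyme, cell-free | Quantity: 1.6 ng GST-GSK3beta enzyme per well | Reagent: 25 µM ATP with peptide substrate | Schedule: 60 min enzyme reaction, room temperature | Signal: Luminescent ADP-Glo measurement of ADP formed | Read-out basis: Score relative to plate controls | Control set: DMSO and 20 µM GW8510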
# * hit, by the source's call; i = inactive; x = no result given. These rows are one share of the data; the hit share may differ from the screen's.
SMILES,PolyA inhibitor,RGS4 act,KCNK9 block,RGS4 inh,KCNQ1 block,Dyrk1A ADPGlo,KCNQ1 act,GSK3 alpha inh,KCNK3 inh,hERG rescue,GSK3B inh
CCCCN1C(=O)C(=O)N(CC(=O)Nc2cc(OCC)c(N3CCOCC3)cc2OCC)C1=O,i,i,i,i,i,-1,i,-1,i,-5,0
COCCN(CCOC)C(=S)Nc1ccccc1Cl,i,i,i,i,i,-4,i,-2,i,0,2
CCOC(=O)c1ccc(NS(=O)(=O)c2cc3c(cc2C)NC(=O)CO3)cc1,i,i,i,i,i,1,i,-3,i,-8,2
CCOC(=O)c1ccc(NC(=S)NCCc2ccccc2)cc1,i,i,i,i,i,-7,i,28,i,-14,3
CC(CNC(=O)CCn1ccc2cc(S(=O)(=O)N3CCCC3)ccc21)c1ccccc1 (configuration not stated),i,i,i,i,i,-5,i,-2,i,-4,6
O=C(NCCn1cccn1)c1ccc(OC2CCN(C(=O)C3CC3)CC2)cc1,i,i,i,i,i,0,i,2,i,-10,0
O=[N+]([O-])c1ccccc1/C=N/OCc1ccccc1,i,i,i,i,i,-2,i,-2,i,-6,-1
COc1ccc(NC(=O)c2cccnc2C(=O)O)c(OC)c1,i,i,i,i,i,1,i,-3,i,0,1
O=c1c2ccccc2c(-c2ccc(Cl)cc2)nn1-c1ccccc1,i,i,i,i,i,6,i,0,i,-9,1
Cc1ccc(C)n1-c1ccc(C(=O)NN)s1,i,i,i,i,i,x,i,-1,i,-22,1
Cc1ccc(-n2c(O)c(C=Nc3ccc4c(c3)OCO4)c3ccccc3c2=O)cc1C,i,i,i,i,i,6,i,-2,i,-5,-6
COCCN1CCN(C(=O)c2ccc3c(c2)S(=O)(=O)c2ccccc2C3=O)CC1,i,i,i,i,i,x,i,-1,x,-6,5
CC(=O)Nc1ccc(S(=O)(=O)NNC(=O)COc2ccc(Cl)cc2Cl)cc1,i,i,i,i,i,1,i,-4,i,-12,3
CCN(CC)S(=O)(=O)c1ccc(NC(=O)Cn2cnc3ccccc3c2=O)cc1,i,i,i,i,i,6,i,-3,i,-11,-1
COCCn1c(N)c(N(Cc2ccccc2)C(=O)COc2ccc(F)cc2Cl)c(=O)[nH]c1=O,i,i,i,i,i,-7,i,-1,i,-6,3
CN(c1ccc(C(=O)NCc2cccnc2)cc1)S(C)(=O)=O,x,i,i,i,i,2,i,0,i,-2,-1
COCCn1c(C)cc(C(=O)CSc2nncn2-c2ccccc2)c1C,i,i,i,i,i,-5,i,1,i,-10,2
CCOC(=O)c1cnc2c(cnn2C)c1NCCC#N,i,i,i,i,i,2,i,19,i,-21,-3
COc1ccc(NC(=O)CCN2CCN(C/C=C/c3ccccc3)CC2)cc1,i,i,i,i,i,9,i,-3,i,-6,-3
COc1cccc(C(C(=O)NC2CCCCC2)N(Cc2ccco2)C(=O)c2ccccn2)c1 (configuration not stated),i,i,i,i,i,-1,i,-2,i,-9,-1
Cc1cc(C(=O)Nc2c(C)n(C)n(-c3ccccc3)c2=O)c(C)o1,i,i,i,i,i,0,i,-1,i,-7,-4
CCO[C@H]1OC(C(=O)N2CCN(Cc3ccc4c(c3)OCO4)CC2)=C[C@@H](C2CC2)[C@@H]1CCCO,i,i,i,i,i,10,i,4,i,-4,-2
CSc1nnc(-c2ccc(Br)s2)n1C,i,i,i,i,i,2,i,1,i,-6,-3
Cc1cc2oc(=O)cc(CN3CCOCC3)c2cc1C(C)C,i,i,i,i,i,2,i,4,i,-7,-1
Cc1ccc(NS(=O)(=O)c2ccc(C(=O)N3CC(C)OC(C)C3)cc2)cc1 (configuration not stated),i,i,i,i,i,-2,i,0,i,-7,-1
CCc1nnc(NC(=O)c2cc(-c3ccccc3)nn2-c2ccccc2)s1,i,i,i,i,i,-4,i,0,i,-8,-26
CN(C(=O)COc1coc(CN2CCN(c3ccccc3)CC2)cc1=O)c1ccccc1,i,i,i,i,i,-3,i,-3,i,-9,1
O=[N+]([O-])c1ccc(C2=NN(CCO)C(=Nc3ccc(OC(F)(F)F)cc3)SC2)cc1,i,i,i,i,i,9,i,-4,-10*,-9,6
CNC(=S)NNC(=O)CNc1ccc(C)c(Cl)c1,i,i,i,i,i,-5,i,0,i,-11,0
CN(CC(=O)Nc1cccc(F)c1)C(=O)c1ccccc1CCc1ccccc1,i,i,i,i,i,-4,i,1,i,-10,1
CCCN(C(=O)/C=C/c1ccco1)c1c(N)n(Cc2ccccc2)c(=O)[nH]c1=O,i,i,i,i,i,11,i,0,i,-8,0
CCC(CC)C(=O)c1c[nH]c(C(=O)NCCOC)c1,i,i,i,i,i,-6,i,1,i,-1,-1
COc1ccc2nc(NC(=O)c3ccccc3C(=O)O)sc2c1,i,i,i,i,i,5,i,0,i,-10,-17
Cc1nc2ccc(NC(=O)c3ccc(Cl)nc3)cc2s1,i,i,i,i,i,-2,i,0,i,-11,1
CC(=O)Nc1cccc(NC(=O)CCNC(=O)c2ccc(Cl)cc2)c1,i,i,i,i,i,-1,i,1,i,-4,5
O=C1c2ccccc2NC(c2cccc(O)c2)N1c1ccccc1 (configuration not stated),i,i,i,i,i,6,i,-1,i,0,1
COc1ccc(/C=C(\C#N)C(=O)ONC2=NCCCCC2)cc1,i,i,i,i,i,15,i,-1,i,-3,-3
C(=NCCCN1CCOCC1)c1ccc2c(c1)OCO2,i,i,i,i,i,3,i,-3,i,-12,1
COc1ccccc1/C=C/C(C)=O,i,i,i,i,i,2,i,-3,i,-2,-1
S=C1NC2=C(C(c3ccc(Br)cc3)N1)N1CCC2CC1 (configuration not stated),i,i,i,i,i,8,i,0,i,-4,4
O=C(CCSc1ccccc1)NC(=O)COC(=O)C1CCCCC1,i,i,i,i,i,-3,i,-5,i,-14,4
COC(=O)CSc1ccc(-c2nc3ccc(C)cc3[nH]2)cn1,i,i,i,i,i,4,i,x,i,-26,0
CC(Oc1cc2oc(=O)c3c(c2cc1Cl)CCC3)C(=O)NCC1CCC(C(=O)O)CC1 (configuration not stated),i,i,i,i,i,-3,i,-2,i,-6,1
COc1ccc(C(=O)Oc2ccc3c(c2)OCO3)cc1OC,i,i,i,i,i,4,i,1,i,-5,2
CCc1cccc(C)c1NC(=S)NCc1ccc2[nH]c(C)cc2c1,i,i,i,i,i,0,i,1,i,-11,-3
Cc1ccnc(NC(=O)CCC(=O)N(CC(=O)NCCc2ccccc2)c2ccccc2F)c1,i,i,i,i,i,-2,i,5,i,-10,1
COc1cccc(N2CCN(C(=O)c3ccc(CS(=O)c4ccc(C)cc4)o3)CC2)c1 (configuration not stated),x,i,i,i,i,5,i,-9,i,-15,1
CC1(c2ccc(OC(F)F)cc2)NC(=O)N(CC(=O)Nc2cccnc2Cl)C1=O (configuration not stated),i,i,i,i,i,11,i,-1,i,-9,-1
COc1cc(OC)cc(-c2cc(N3C(=O)Nc4ccccc4N3O)n[nH]2)c1,i,i,i,i,i,-2,i,-2,i,-6,0
COc1ccc(N(CCC(=O)O)S(=O)(=O)c2ccc(C)cc2C)cc1,i,i,i,i,i,-10,i,-5,i,-4,5
CC(C)CN(C)C(=O)CC1C(=O)NCCN1C (configuration not stated),i,i,i,i,i,0,i,1,i,-9,0
Cc1ccc(C(=O)NC(=S)Nc2ccccc2N2CCOCC2)cc1C,i,i,i,i,i,-8,i,1,i,-6,-1
O=C(NN1C(=O)c2cc(Br)ccc2NC1c1ccccc1Cl)c1ccncc1 (configuration not stated),i,i,i,i,i,-5,i,0,i,-9,0
CC1CN(C(=O)CCC(=O)N2CCOCC2)c2ccccc2O1 (configuration not stated),i,i,i,i,i,3,i,-1,i,-2,-3
S=C(NCCN1CCOCC1)NC1CCCCC1,i,i,i,i,i,5,i,7,i,-8,2
CCN(C#N)c1nc(NC(C)C)nc(NC(C)(C)C)n1,i,i,i,5.1*,i,x,i,0,i,-7,4
COc1cccc(-c2nn(-c3ccccc3)cc2C(=O)O)c1,i,i,i,i,i,12,i,-3,i,-6,4
CC(C)N(C#N)c1nc(N2CCOCC2)nc(N2CCOCC2)n1,i,i,i,i,i,0,i,-1,i,-4,2
CCc1ccc(C(=O)NNC(=O)C2CCN(c3ncnc4sc(C)c(C)c34)CC2)cc1,i,i,i,i,i,15,i,1,i,-15,0
CCCCCSc1ncccc1C(=O)O,i,i,i,i,i,-9,i,-3,i,-10,-1
COc1cccc(CCc2nnc(CCC(=O)N3CCN(Cc4ccccn4)CC3)o2)c1,i,i,i,i,i,-5,i,-2,i,-1,2
CSCCC(NC(=O)COc1ccccc1)C(=O)N1CCCC(C)C1 (configuration not stated),i,i,i,i,i,1,i,-7,i,-12,0
